K1F lysis inhibition: protection from phage-mediated lysis, alamar blue read-out – E. coli UTI89, K1F phage, bacterial capsule biogenesis inhibitors (AID 488966); actives 0.02% (n = 340,000); inhibition, % at 100 µM, or IC50 in µM where a hit was titrated; E. coli UTI89 K1F phage lysis, alamar blue, 2 h; higher % means a stronger effect;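 active means phage lysis inhibition, versus mean bacterial control, above a set limit; inconclusive means no clear call, values can overlap the other calls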;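 further: capsule biogenesis inhibitors block K1F phage lysis so surviving cells raise fluorescence; higher fluorescence means more inhibition of phage lysis; actives were called in the ten point dose series up to 300 µM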
Autophagy HCS: alters autophagy in cells. calls only at 10 µM (by protocol). actives 0.98% (n = 190,000). MEF GFP-LC3 puncta imaging; test concentration mostly 10 µM;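 active means percentage of spot-positive cells more than 3 SD above its plate mean, without a fluorescence outlier flag or 80% toxicity; inconclusive means no clear call, values can overlap the other calls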;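 further: spot-positive cell cutoff set from DMSO-treated cells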
P. falciparum M1AAP: P. falciparum M1AAP inhibitors, biochemical, fluorogenic H-Leu-NHMec substrate, 1536-well (AID 1445); recombinant M1AAP, H-Leu-NHMec fluorogenic kinetic assay; higher % means a stronger effect; one-dose inhibition, % at 30 µM; IC50 in µM for titrated hits; actives 0.42% (n = 220,000);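 active means primary inhibition above the hit cutoff, then over 50% inhibition at one or more dose response concentrations, cut at about 23% in these data, passing the limit was not always enough; inconclusive means conflicting primary data, or primary hits not chosen for dose response; inactive means low primary inhibition, or under 50% at every dose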;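 further: plate controls were DMSO full reaction for no effect and no enzyme background for full effect; strong numbers were not always called active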
P. falciparum M17LAP: P. falciparum M17LAP inhibitors, primary screen, biochemical, fluorogenic H-Leu-NHMec substrate, 1536-well (AID 1619) | recombinant M17LAP, H-Leu-NHMec fluorogenic kinetic assay; higher % means a stronger effect | inhibition, % at 30 µM, or IC50 in µM where a hit was titrated | actives 0.38% (n = 220,000);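 active means compound inhibiting the enzyme by more than half at any dose during confirmatory dose-response retesting; inconclusive means strong single-dose inhibitors picked by rank but not retested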;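 further: plate controls were full reaction with DMSO carrier for no effect and no enzyme background for full effect; strong numbers were not always called active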
MT stabilizer: stabilizes microtubules in HeLa cells | HeLa tubulin immunostaining HCS, 24 h; share of cells brighter than vehicle mean+2SD | % tubulin-high responders, % at 10 µM | actives 0.83% (n = 200,000) | AID 2205;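 active means plate Z-score above 3 for both tubulin-high and condensed-nucleus cell shares, with cell loss under 80%, at 10 µM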;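 further: anti alpha tubulin signal scored within the nucleus-defined area of each cell; some results filed as inactive read as strong as hits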
ER stress rescue: rescue of cells from ER stress-induced death, primary screen, 384-well, CSM14.1, thapsigargin, ATP luminescence (AID 1222); CSM14.1 thapsigargin-induced death rescue, ATP luminescence; higher % means a stronger effect; one-dose cellular ATP content (survival), % at 20 µM; EC50 in µM for titrated hits; 190,000 tested, under 10 active;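 active means EC50 below 50 µM in the dose-response confirmation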;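 further: death triggered by thapsigargin at about 15 µM added after 2 h compound pretreatment; cell ATP read after overnight thapsigargin exposure of roughly 18 to 22 hours; normalized against plate controls of thapsigargin alone and 5% DMSO vehicle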
Dynein transport: blocks dynein driven cargo transport along microtubules. 3617.4 mouse cells, GR-EGFP nuclear translocation imaging; test concentration mostly 20 µM; stimulated with dexamethasone, 1 µM; hits give low values. z-score, hits read low. actives 0.47% (n = 220,000). AID 1381;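 active means plate z-score of nuclear minus cytoplasmic receptor signal below a set negative limit, without overly bright fluorescence or cell loss, cut at about -3.5 in these data, passing the limit was not always enough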;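 further: z-score of nuclear minus cytoplasmic ring GR-EGFP intensity difference per well; some compounds called inactive have numbers as strong as hits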
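Buffer or medium – tet-free medium with charcoal-stripped serum · Signal – automated 10x imaging of fixed Hoechst-stained cells · Also added – dexamethasone agonist, 1.0 µM final, for 30 min · Incubation – induction 48 h, compound 1 h, agonist 30 min · Read-out – GR-EGFP nuclear translocation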
Ins promoter up: MIN6 insulin promoter up-regulation; AID 1625; MIN6 insulin promoter-GFP reporter, high-content imaging; hits give high values; actives 0.3% (n = 190,000); z-score at 5 µM;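 active means z-score above 3 at 5 µM with at least 500 cells counted in the well; inconclusive means wells under 500 cells, flagged as cytotoxic or low count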
b-catenin transl: beta-catenin nuclear translocation modulation; AID 1665; actives 0.3% (n = 190,000); HeLa beta-catenin nuclear translocation, immunofluorescence imaging; nuclear translocation activity, % at 5 µM;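 active means nuclear translocation activity above 50% at 5 µM, with a well cell count of 50 or more; inconclusive means wells under 50 cells across six images, flagged as toxic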;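 further: per-cell ratio of nuclear to cytoplasmic median beta-catenin stain intensity; plate controls were DMSO negative control for no effect and GSK-3 inhibitor IX positive control for full effect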
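Test system: human HeLa cell line; Doses: 5 µM primary, 0.02–20 µM confirmation; Incubation: 24 h compound exposure, 37°C; Detection: beta-catenin immunofluorescence imaging with DAPI; Read-out: beta-catenin nuclear/cytoplasmic ratio, % activation.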
Dynein transport cytoplasmic EGFP: further read-out of Dynein transport, marked with its call; z-score; measured here: cytoplasmic GR-EGFP intensity; hits give high values
Dynein transport nuclear GR-EGFP: recorded beside Dynein transport, whose call it bears; z-score; measured here: nuclear GR-EGFP intensity;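 lower value marks the stronger effect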
Dynein transport cell count: further read-out of Dynein transport, marked with its call; z-score; measured here: cell count per field
Ins promoter up cell count: further read-out of Ins promoter up, marked with its call; cell count; measured here: cytotoxicity, nuclei count;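 total cells summed across four imaged fields per well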
b-catenin transl cell count 5 µM: further read-out of b-catenin transl, marked with its call; cell count; measured here: cell count, cytotoxicity flag
MT stabilizer Hoechst-high %: recorded beside MT stabilizer, whose call it bears; % Hoechst-high responders; measured here: nuclear condensation Hoechst responders;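 share of cells brighter than vehicle mean plus two SD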
MT stabilizer cytotoxicity %: recorded beside MT stabilizer, whose call it bears; toxicity, %; measured here: cytotoxicity by cell density;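 0% = mean cell density of plate MIN control wells and 100% = no cells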
Autophagy HCS cell loss 18 h: further read-out of Autophagy HCS, marked with its call; toxicity, %; measured here: cell loss, nuclei count;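 cell loss after 18 h compound exposure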
The depositor's hits bear a star; i = inactive; ? = inconclusive; nt = no result given; & = joins results of further samples; [ ] = dose if it differs, or a comment.

SMILES	K1F lysis inhibition	Autophagy HCS	Autophagy HCS cell loss 18 h	P. falciparum M1AAP	P. falciparum M17LAP	MT stabilizer	MT stabilizer Hoechst-high %	MT stabilizer cytotoxicity %	ER stress rescue	Dynein transport	Dynein transport cytoplasmic EGFP	Dynein transport nuclear GR-EGFP	Dynein transport cell count	Ins promoter up	Ins promoter up cell count	b-catenin transl	b-catenin transl cell count 5 µM
Cn1nnnc1SCc1cc(=O)[nH]c2ccccc12	9.9%	i	1	-1%	11%	4.6	1.3	8.3	0.5%	0.33	-0.14	0.55	-0.27	1.1	1502	-2.7	905
CCOC(=O)c1oc2ccccc2c1CN1CCN(C(=O)c2ccccc2)CC1	-0.2%	i	1	17%	-6%	1.9	1.7	3.2	nt	1.2	-0.22	0.7	0.12	nt	nt	-0.4	1062
O=S(=O)(Nc1ccc2c(c1)OCCO2)c1cccc2nsnc12	0.6%	i	-6	4%	2%	1.3	0.9	8.0	1.2%	0.79	0.072	0.84	-1.2	-0.27	929	-3.6	1223
O=C(c1ccco1)N1CCN(C(=O)C2CCCN(S(=O)(=O)Cc3ccccc3)C2)CC1 (stereo unspecified)	0.1%	i	-3	3%	6%	1.6	2.9	13	-3.2%	-1.2	-0.25	-0.35	0.39	0.65	956	-0.1	1098
CS(=O)(=O)c1ccc2c(c1)sc1nc(=O)c(/C=C3/C=CC(=O)C(O)=C3)c(N)n12	2.4%	nt	nt	51µM*	10%	nt	nt	nt	nt	1.5	-0.24	0.67	-0.18	nt	nt	-0.9	990
COC(=O)C1=C(C)NC(C)=C([N+](=O)[O-])C1c1ccccc1C(F)(F)F (stereo unspecified)	3.2%&-4.8%	i	6	12%	-8%	3.4	2.7	1.4	-2.0%	-0.27	-0.21	0.36	0.61	nt	nt	nt	nt
N#CCCn1c(C(C#N)(CCC#N)CCC#N)nc2ccccc21	6.0%	i	-9	-1%	-8%	3.3	2.8	6.6	1.0%	0.064	-0.18	0.19	0.13	0.56	1306	-1.8	1123
O=C(CSc1nc2sc3c(c2c(=O)n1-c1ccccc1)CCCC3)NCc1ccco1	0.2%	nt	nt	9%	0%	5.1	1.5	1.1	nt	-0.87	-0.019	-0.17	-0.3	nt	nt	0.2	1079
CCOc1ccc(-c2c(C#N)c(N)nc3sc(C(=O)c4ccccc4)c(N)c23)cc1	0.0%	nt	nt	7%	18%	nt	nt	nt	nt	0.78	8.9	2.9	-2.6	9.1*	1017*	0.2	1414
O=C(CN1CCN(c2ccccn2)CC1)Nc1cccc(S(=O)(=O)N2CCOCC2)c1	-0.1%	nt	nt	5%	7%	nt	nt	nt	nt	0.46	-0.22	0.098	-0.38	-0.37	1413	1.1	1091
COc1ccc(OC)c(S(=O)(=O)n2nc(-c3ccccc3)cc2N)c1	-0.3%	i	0	-2%	3%	1.6	3.1	8.7	-1.8%	0.44	0.094	0.35	-0.98	0.8	887	3.2	1158
CC(C)c1ccc(/C=C/c2ccc(=O)n(C)n2)cc1	0.1%	i	3	8%	-2%	7.8	3.5	3.0	-3.7%	0.24	-0.28	0.82	-0.72	-0.02	1507	-7.0	1020
COc1ccc(OCC(=O)OCC(=O)Nc2ccc(S(=O)(=O)N3CCCCC3)cc2)cc1	0.6%	i	5	1%	6%	2.8	1.8	12	2.2%	-0.64	-0.42	-0.26	0.19	-0.86	705	-2.8	1194
Cc1cccc(-n2c(SCC(N)=O)nc3c(c2=O)C2(CCCC2)Cc2ccccc2-3)c1	-0.2%[50 µM]	i	13	-1%	-4%	4.7	2.9	13	-2.5%	-0.058	-0.29	0.25	0.31	-0.78	1405	-2.7	1111
Cc1scc(C(=O)NNC(=S)NC(C)c2ccccc2)c1C (stereo unspecified)	12%	i	2	-28%	10%	3.1	2.2	12	-2.9%	3.2	-0.14	1.1	-1.7	-0.33	954	1.4	467

The final two records of the section before lead into the next:
SMILES	K1F lysis inhibition	Autophagy HCS	Autophagy HCS cell loss 18 h	P. falciparum M1AAP	P. falciparum M17LAP	MT stabilizer	MT stabilizer Hoechst-high %	MT stabilizer cytotoxicity %	ER stress rescue	Dynein transport	Dynein transport cytoplasmic EGFP	Dynein transport nuclear GR-EGFP	Dynein transport cell count	Ins promoter up	Ins promoter up cell count	b-catenin transl	b-catenin transl cell count 5 µM
Cc1cccc(-n2c(SCC(N)=O)nc3c(c2=O)C2(CCCC2)Cc2ccccc2-3)c1	-0.2%[50 µM]	i	13	-1%	-4%	4.7	2.9	13	-2.5%	-0.058	-0.29	0.25	0.31	-0.78	1405	-2.7	1111
Cc1scc(C(=O)NNC(=S)NC(C)c2ccccc2)c1C (stereo unspecified)	12%	i	2	-28%	10%	3.1	2.2	12	-2.9%	3.2	-0.14	1.1	-1.7	-0.33	954	1.4	467
Cc1ccc(N(C(=O)c2csnn2)C(C(=O)NC(C)(C)C)c2cccnc2)cc1C (stereo unspecified)	0.5%	i	-11	0%	3%	1.9	2.3	7.1	-0.1%	-0.97	-0.24	-0.56	0.58	nt	nt	-0.2	1621
CC(C)c1cc(C(=O)N/N=C/c2cccnc2)cs1	-4.3%	i	1	2%	16%	3.3	2.6	5.1	-2.2%	-0.56	-0.29	-0.53	0.88	-0.03	1494	nt	nt
O=C(Nc1cccc(Cl)c1)N(Cc1nc2ccccc2c(=O)[nH]1)C1CCCC1	8.7%	i	-8	21%	7%	1.3	1.6	16	-0.5%	-0.67	-0.19	-0.27	0.38	-1.1	1145	-1.8	1214
O=C(Nc1nnc(-c2ccccc2)o1)c1ccc(Cl)cc1	-0.5%	i	3	-1%	8%	3.6	0.7	0.2	7.4%	0.85	-0.29	0.6	-0.49	-0.63	1248	-0.3	1193
Cc1ccc(N2NC(=O)/C(=C/c3ccc(-c4ccc(Cl)c(C(=O)O)c4)o3)C2=O)cc1C	-2.5%	i	2	?	15%	4.1	1.3	5.1	-2.6%	-0.83	-0.26	-0.19	0.28	-0.57	1321	-4.4	1189
Cc1ccc(NC(=O)CSc2ncc(-c3ccccc3)n2C(=O)c2ccccc2)cc1	0.0%	i	3	4%	-1%	1.5	1.8	7.8	-4.6%	0.19	-0.19	-0.17	-0.35	nt	nt	nt	nt
CCOC(=O)NC1(NC(C)C)Oc2ccccc2O1	2.0%	i	-6	5%	-5%	0.9	1.3	8.0	1.4%	-0.53	-0.077	0.053	-0.23	-1.3	871	nt	nt
CCOc1ccc2[nH]c(=O)c(CN(Cc3ccc(C)cc3)C(=O)N3CCCC3)cc2c1	-0.3%	i	6	4%	-2%	1.7	2.4	10	2.3%	0.32	-0.12	0.18	-0.13	0.31	1229	-2.1	1082
Cc1ccc(/C=N/NC(=O)CNC(=O)c2ccc(C)c([N+](=O)[O-])c2)o1	-0.1%	i	18	7%	7%	4.6	2.5	7.2	-1.6%	-0.22	-0.11	0.47	-0.19	0.73	1587	-3.6	1089
CCc1ccc(OCc2nnc(SCC(=O)N3CCN(c4ccccc4)CC3)o2)cc1	-0.1%	i	-10	6%	-1%	4.2	1.8	5.2	-1.8%	0.92	-0.06	0.46	0.49	nt	nt	0.7	530
CCOC(=O)c1ccc(S(=O)(=O)NNC(=O)c2cccc(N(C)C)c2)cc1	4.0%	i	6	5%	7%	4.5	1.7	7.6	-1.8%	-0.21	-0.32	0.17	0.25	0.71	1313	-2.5	1106
COc1ccc(CCCc2nnc(SCC(=O)Nc3nc(C)cs3)n2C)cc1C	0.4%	i	-16	4%	1%	4.4	3.7	13	0.2%	-0.85	-0.21	-0.2	-0.22	-0.95	1447	-2.4	1038
COc1ccccc1N1CCN(C(=O)C(Cc2ccccc2)NC(=O)C2CCCCC2)CC1 (stereo unspecified)	-0.1%	i	3	5%	6%	2.8	1.7	7.5	-2.5%	-0.52	-0.16	-0.15	-0.5	-1.3	1285	nt	nt
C/C(=N/NC(=O)Cc1ccccc1)c1ccc(C)s1	1.7%[50 µM]	i	-2	-1%	14%	1.4	3.3	4.7	0.4%	-0.35	-0.28	-0.43	0.33	0.06	1252	1.1	528
Cc1cccc(C2c3[nH]c4ccccc4c3CCN2C(=O)c2cc(CC(C)C)nc(C)n2)n1 (stereo unspecified)	-0.6%	i	31	2%	2%	3.6	1.7	5.3	2.8%	-0.18	-0.3	0.12	0.47	-0.04	1458	-2.8	992
CC(C)(O)[C@H](O)COc1c2occc2cc2ccc(=O)oc12	-1.5%	i	-6	8%	33%	4.6	3.1	8.6	13%	-0.44	-0.23	0.16	0.64	-0.04	1039	-1.2	503
O=C(NCCc1c[nH]c2ccccc12)OCCSS(=O)(=O)O	-0.4%	i	0	0%	22µM*	3.5	2.7	10	1.0%	0.012	-0.32	-0.082	0.53	0.18	1350	-0.9	1579
Cc1nnc2ccc(N3CCCC3)nn12	-0.3%	i	-7	5%	-2%	3.3	2.8	6.1	0.7%	-0.31	-0.25	-0.38	-0.4	-0.53	1302	nt	nt
COc1ccc(OC)c(S(=O)(=O)N2CCN(C)CC2)c1	3.0%	i	4	5%	-7%	2.6	2.5	13	0.1%	0.29	-0.21	0.48	0.21	nt	nt	-2.4	1154
CCOc1ccccc1NC(=O)C1C2C=CC(O2)C1C(=O)O (stereo unspecified)	-0.3%	i	3	-5%	-5%	3.9	3.1	11	-1.4%	0.01	-0.12	0.34	-0.47	-0.37	829	-3.4	1189

No enrichment for hits. Share with any hit: about 2.9%.
